LMPTP block: blocks human LMPTP phosphatase. recombinant LMPTP-A, OMFP fluorogenic substrate, fluorescence intensity. inhibition, % at 20 µM. 360,000 tested, 0.22% active. AID 651560;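 active means compounds that cut the enzyme signal by at least half of the control window in the single-dose screen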;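 further: plate controls were DMSO wells with enzyme plus substrate for no effect and substrate without enzyme for full effect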
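Test system: LMPTP-A phosphatase enzyme; input: 0.625 nM LMPTP-A final; reagent: OMFP substrate, 400 µM final; compound dosing: 20 µM single dose, 3% DMSO; incubation: 50 min dark incubation at room temperature; measured by: endpoint fluorescence intensity from OMFP dephosphorylation; measure: % inhibition relative to no-enzyme and uninhibited control wells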
STEP inh: STEP (human) phosphatase inhibition | inhibition, % at 20 µM | 360,000 tested, 0.25% active | P54829 | recombinant STEP, OMFP fluorogenic substrate, fluorescence;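 active means inhibition at 20 µM, scaled per plate between control wells, above about 37%, limit read from the data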;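 further: 0% = DMSO with enzyme and substrate and 100% = substrate only without enzyme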
Target sequence (P54829 whole entry, looked up): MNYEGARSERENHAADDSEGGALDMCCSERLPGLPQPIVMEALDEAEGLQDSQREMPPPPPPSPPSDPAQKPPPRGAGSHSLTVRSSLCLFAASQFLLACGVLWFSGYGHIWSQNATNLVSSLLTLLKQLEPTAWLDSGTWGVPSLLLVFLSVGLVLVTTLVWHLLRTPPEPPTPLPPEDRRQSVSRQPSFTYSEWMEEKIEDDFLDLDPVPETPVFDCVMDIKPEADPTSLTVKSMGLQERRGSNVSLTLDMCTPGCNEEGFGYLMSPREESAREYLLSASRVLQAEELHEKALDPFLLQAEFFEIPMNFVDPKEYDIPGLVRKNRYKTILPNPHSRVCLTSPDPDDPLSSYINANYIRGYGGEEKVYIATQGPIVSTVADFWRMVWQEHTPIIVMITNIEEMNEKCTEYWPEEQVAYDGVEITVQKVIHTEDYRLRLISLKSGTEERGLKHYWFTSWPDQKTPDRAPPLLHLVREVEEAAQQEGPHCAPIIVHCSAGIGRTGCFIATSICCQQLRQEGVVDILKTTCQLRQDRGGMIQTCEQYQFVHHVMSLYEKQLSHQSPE
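Measure: Control-normalized % inhibition with plate pattern correction | Test system: STEP phosphatase, cell-free reaction | Medium: pH 6.0 Bis-Tris with DTT and Tween 20 | Technique: Fluorescence, 480/540 nm | Times: Reaction 20 min, ambient temperature | Doses: Single compound dose of 20 µM, 1% DMSO final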
TbMetRS inhib: Trypanosoma brucei MetRS inhibition; inhibition, % at 11.9 µM; 360,000 tested, 0.4% active; AID 624268; purified T. brucei MetRS, ATP depletion, Kinase-Glo luminescence;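 active means inhibition above a per-plate cutoff of the control wells' mean inhibition plus 3 SD, cut at about 5.5% in these data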;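 further: 0% = DMSO wells median and 100% = median of wells with control inhibitor compound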
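Test system: purified T. brucei MetRS enzyme. Also added: ATP, methionine and E. coli bulk tRNA substrates. Compound: 11.9 µM single point. Schedule: 15 min enzyme-compound preincubation, 2 h reaction, 10 min detection, 25 °C. Signal: luciferase luminescence of residual ATP, Kinase-Glo. Evaluation: percent inhibition versus plate control medians. Controls: DMSO wells, low control.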
CSN inh: inhibitors of human CSN-mediated cullin deneddylation | 360,000 tested, 0.38% active | Q92905 | Purified CSN, SCF-Nedd8-OG deneddylation, fluorescence polarization | inhibition, % at 12.5 µM;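 active means pattern-corrected inhibition above about 35%, with an unprinted fluorescence ratio check between 0.5 and 1.5, limit read from the data, passing the limit was not always enough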;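 further: 0% = enzyme with substrate and 100% = substrate without enzyme; some results filed as inactive read as strong as hits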
Target sequence (Q92905 whole entry, looked up, one chain of several): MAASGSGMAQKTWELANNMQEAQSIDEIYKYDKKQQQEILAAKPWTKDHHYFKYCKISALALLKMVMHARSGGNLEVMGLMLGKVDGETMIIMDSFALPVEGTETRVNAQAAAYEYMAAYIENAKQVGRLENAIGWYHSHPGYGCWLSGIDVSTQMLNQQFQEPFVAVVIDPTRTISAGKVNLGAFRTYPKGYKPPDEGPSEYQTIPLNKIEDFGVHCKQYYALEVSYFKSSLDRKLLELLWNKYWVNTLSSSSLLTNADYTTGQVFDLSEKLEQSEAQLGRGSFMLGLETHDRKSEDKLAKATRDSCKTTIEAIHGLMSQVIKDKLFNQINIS
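Schedule: reaction 90 min, room temperature / Assay system: HEK293T-derived human Csn5 enzyme / Input: Csn5 at 0.24 nM final / Measure: inhibition of Csn5 cleavage, % / Control set: substrate-only high control, full reaction low control / Technique: fluorescence polarization of the substrate / Buffer or medium: Tris/NaCl/DTT buffer, pH 7.5 / Reagent: SCFSkp2-Nedd8OG substrate at 10 nM final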
Rpn11 block: inhibitors of human proteasome Rpn11 | O00487 | human 26S proteasome, Ub4-pepOG fluorescence polarization; 20S core pre-blocked with epoxomicin | calls only at 20 µM | 360,000 tested, 0.59% active | AID 588493;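 active means inhibition at 20 µM, scaled to each plate's controls, above about 33%, limit read from the data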
DNMT1 inh: inhibitors of human DNMT1. DNMT1 molecular beacon, Hinp1I cleavage, fluorescence. inhibition (reported as % activation of signal), % at 10 µM. P26358. 360,000 tested, 0.83% active; in the data active means inhibition above about 50%
Scp1 inh: Scp-1 (human) phosphatase inhibition. Recombinant Scp1, phosphopeptide, malachite green phosphate absorbance. inhibition, % at 20 µM. AID 493091. 340,000 tested, 0.88% active. Q9GZU7;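 active means inhibition above about 50% at 20 µM, limit read from the data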;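 further: plate controls were DMSO wells with enzyme for no effect and wells lacking enzyme for full effect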
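Test system: SCP-1 phosphatase catalytic domain, residues 76-261 | Compound dosing: One concentration, 20 µM, with 1.0% DMSO | Schedule: 45 min room-temperature reaction, 5 min colour, 30 min stabiliser | Detection: Absorbance at 630 nm | Read-out basis: % inhibition of SCP-1 phosphate liberation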
SUMO1-SIM PPI: modulators of human SUMO1-mediated protein-protein interactions | P63165 | SUMO1 binding to a labelled peptide, TR-FRET, 1 h | inhibition, % at 20 µM | 360,000 tested, 0.33% active | AID 602429; in the data active means inhibition above about 37%
Target sequence (P63165 whole entry, looked up): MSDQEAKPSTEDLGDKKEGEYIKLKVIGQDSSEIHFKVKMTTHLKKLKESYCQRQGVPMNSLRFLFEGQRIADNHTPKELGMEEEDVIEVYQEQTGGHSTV
NadD inh: inhibitors of Staphylococcus aureus NadD; purified NadD enzyme, colorimetric absorbance read-out; 360,000 tested, 0.78% active; inhibition, % at 20 µM; AID 602399; in the data active means inhibition above about 26%; further: some compounds past the cut are filed as inactive
MLLE-PAM2 inh: inhibitors of microRNA-mediated deadenylation, human PABP1 MLLE binding | AID 588489 | 360,000 tested, 0.36% active | P11940 | inhibition, % at 20 µM | GST-MLLE / FITC-PAM2 fluorescence polarization; in the data active means inhibition above about 35%, passing the limit was not always enough;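 further: plate controls were DMSO wells with GST-MLLE for no effect and wells lacking GST-MLLE protein for full effect; some results filed as inactive read as strong as hits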
* hit, by the source's call. Not all compounds are listed. The share of hits here may be higher or lower than overall.

CCOC(=O)C1=C(C)OC(N)=C(C(=O)OCC)C12C(=O)Nc1ccc(Br)cc12 (stereo not given) was read as LMPTP block 0.2, STEP inh -4, TbMetRS inhib -1.6, CSN inh -1, Rpn11 block inactive, DNMT1 inh -1, Scp1 inh -6, SUMO1-SIM PPI -3, NadD inh -5 and MLLE-PAM2 inh -3.
`CCN1C[C@@]2(COC)C3[C@@H](OC)[C@H]4[C@@H]1[C@@]3(C1C[C@H]3[C@H](OC(C)=O)C1[C@]4(OC(C)=O)C[C@H]3OC)[C@@H](OC)C[C@H]2OC(C)=O` (stereo not given in full) gave LMPTP block -1.2, STEP inh -1, TbMetRS inhib -0.4, CSN inh -3, Rpn11 block inactive, DNMT1 inh -1, Scp1 inh 4, SUMO1-SIM PPI -1, NadD inh 7 and MLLE-PAM2 inh -6.
Screening COc1ccc(C(c2nnnn2Cc2ccccc2)N2CCC(n3c(=O)[nH]c4ccccc43)CC2)cc1 (stereo not given) returned LMPTP block 6.0, STEP inh 9, TbMetRS inhib 0.9, CSN inh 0, Rpn11 block inactive, DNMT1 inh -5, SUMO1-SIM PPI 5, NadD inh 18 and MLLE-PAM2 inh 14.
Screening Cc1ccccc1N1C(=O)CC(=O)NC1=O returned LMPTP block -0.8, STEP inh -3, TbMetRS inhib 0.2, CSN inh -3, Rpn11 block inactive, DNMT1 inh -4, Scp1 inh -5, SUMO1-SIM PPI 1, NadD inh 7 and MLLE-PAM2 inh -12.
For Brc1cccc(CNCCc2ccc3c(c2)OCO3)c1 the results were LMPTP block -0.9, STEP inh 0, TbMetRS inhib -0.4, CSN inh 2, Rpn11 block inactive, DNMT1 inh 1, Scp1 inh 9, SUMO1-SIM PPI 3, NadD inh -5 and MLLE-PAM2 inh -14.
`CCN1C(=O)C(=C/C=C/c2ccco2)C(=O)N(CC)C1=S` gave LMPTP block 6.5, STEP inh -6, TbMetRS inhib -0.3, CSN inh 162, DNMT1 inh 101*, Scp1 inh 55*, SUMO1-SIM PPI 19, NadD inh 22 and MLLE-PAM2 inh -84.
For CN(C)C(=O)Oc1noc2cc(Cl)ccc12 the results were LMPTP block -1.2, STEP inh 2, TbMetRS inhib -0.8, CSN inh -1, Rpn11 block inactive, DNMT1 inh 0, Scp1 inh -5, SUMO1-SIM PPI 2, NadD inh -6 and MLLE-PAM2 inh -8.
`Clc1ccc(C(c2ccc(Cl)cc2)n2cc[n+](CC(OCc3ccc(Cl)cc3Cl)c3ccc(Cl)cc3Cl)c2)cc1` (stereo not given) gave LMPTP block 32, STEP inh 8, TbMetRS inhib 8.7*, CSN inh 29, Rpn11 block active, DNMT1 inh -55, Scp1 inh -1, SUMO1-SIM PPI 80*, NadD inh 80* and MLLE-PAM2 inh 13.
Screening Cc1cc(C)cc(OCCOc2cccc(C=C3C(=O)NC(=O)NC3=O)c2)c1 returned LMPTP block 1.8, STEP inh 2, TbMetRS inhib 0.3, CSN inh -5, Rpn11 block inactive, DNMT1 inh -3, Scp1 inh -7, SUMO1-SIM PPI 12, NadD inh -2 and MLLE-PAM2 inh 20.
C=C1C(=O)O[C@@H]2C[C@@H](C)[C@@H]3C=CC(=O)[C@@]3(C)[C@@H](O)[C@H]12 was read as LMPTP block -0.3, STEP inh -2, TbMetRS inhib -1.7, CSN inh 6, Rpn11 block inactive, DNMT1 inh 8, Scp1 inh -9, SUMO1-SIM PPI 9, NadD inh -4 and MLLE-PAM2 inh 14.
CC1([N+](=O)[O-])COP(=O)(NC2CCCC2)OC1 (stereo not given) was read as LMPTP block -1.5, STEP inh -4, TbMetRS inhib -0.3, CSN inh -3, Rpn11 block inactive, DNMT1 inh 9, Scp1 inh -10, SUMO1-SIM PPI -6, NadD inh -2 and MLLE-PAM2 inh -1.
For Cc1ncc(CN2CCCC(C(=O)c3ccc(C(C)(C)C)cc3)C2)s1 (stereo not given) the results were LMPTP block -1.3, STEP inh 1, TbMetRS inhib 0.3, CSN inh 3, Rpn11 block inactive, DNMT1 inh -2, Scp1 inh -6, SUMO1-SIM PPI 2, NadD inh 3 and MLLE-PAM2 inh -7.
Oc1ccc2c3c1OC1c4[nH]c5ccccc5c4C[C@@]4(O)C(C2)N(CC2CC2)CC[C@]314 (stereo not given in full) was read as LMPTP block 0.9, STEP inh 4, TbMetRS inhib 4.9, CSN inh 1, Rpn11 block inactive, DNMT1 inh -3, Scp1 inh 4, SUMO1-SIM PPI 3, NadD inh -1 and MLLE-PAM2 inh 2.
`CCn1cc(C(=O)N2CCCCC2)c2ccccc21` gave LMPTP block -0.1, STEP inh -2, TbMetRS inhib -0.7, CSN inh 1, Rpn11 block inactive, DNMT1 inh 2, Scp1 inh -10, SUMO1-SIM PPI -1, NadD inh -1 and MLLE-PAM2 inh -8.
Screening CCOCCCNC(=O)C1c2cc(OC)c(OC)cc2C(=O)N2CCCCC12 (stereo not given) returned LMPTP block -0.4, STEP inh 0, TbMetRS inhib -0.5, CSN inh 1, Rpn11 block inactive, DNMT1 inh -8, Scp1 inh -1, SUMO1-SIM PPI -1, NadD inh 1 and MLLE-PAM2 inh 3.
For Cn1c(=O)c2c(nc(N/N=C/c3c(O)n(-c4ccccc4)c(=S)[nH]c3=O)n2C)n(C)c1=O the results were LMPTP block 1.5, STEP inh 3, TbMetRS inhib 0.5, CSN inh 0, Rpn11 block inactive, DNMT1 inh -5, Scp1 inh -4, SUMO1-SIM PPI 6, NadD inh 5 and MLLE-PAM2 inh -1.
CCNC(=O)NC(=O)C(C)OC(=O)c1c(C)nn(Cc2ccccc2)c1Cl (stereo not given) was read as LMPTP block -0.6, STEP inh 4, TbMetRS inhib -0.5, CSN inh -3, Rpn11 block inactive, DNMT1 inh 4, Scp1 inh -13, SUMO1-SIM PPI -4, NadD inh -6 and MLLE-PAM2 inh -10.
COc1ccccc1OCC(=O)Nc1ccc(Cl)cc1C(=O)c1ccccc1 was read as LMPTP block 2.6, STEP inh 0, TbMetRS inhib 0.1, CSN inh 2, Rpn11 block inactive, DNMT1 inh -4, Scp1 inh -10, SUMO1-SIM PPI -4, NadD inh -9 and MLLE-PAM2 inh 0.
`Cc1nn(CCC#N)c2c1P(=S)(N1CCCC1)OC(c1ccc(F)cc1)=N2` (stereo not given) gave LMPTP block 5.6, STEP inh 28, TbMetRS inhib -0.2, CSN inh 5, Rpn11 block inactive, DNMT1 inh -2, Scp1 inh -5, SUMO1-SIM PPI -6, NadD inh 3 and MLLE-PAM2 inh -19.
`O=C(N/N=C/c1c(O)n(-c2ccccc2)c(=S)[nH]c1=O)c1ccccc1` gave LMPTP block -1.2, STEP inh 2, TbMetRS inhib 0.3, CSN inh -2, Rpn11 block inactive, DNMT1 inh 2, Scp1 inh -10, SUMO1-SIM PPI -11, NadD inh 0 and MLLE-PAM2 inh 5.
For C[C@]12CCC3C(CC[C@H]4C[C@@H](O)CC[C@]34C)[C@H]1CC[C@H]2O (stereo not given in full) the results were LMPTP block -0.1, STEP inh 2, TbMetRS inhib -0.2, CSN inh -4, Rpn11 block inactive, DNMT1 inh 5, Scp1 inh -18, SUMO1-SIM PPI 5, NadD inh -2 and MLLE-PAM2 inh 7.
For CCC1(c2ccc(-c3ccccc3)cc2)C(=O)NC(=O)NC1=O the results were LMPTP block 1.5, STEP inh -2, TbMetRS inhib 0.0, CSN inh -3, Rpn11 block inactive, DNMT1 inh 3, Scp1 inh -10, SUMO1-SIM PPI -1, NadD inh 2 and MLLE-PAM2 inh 4.
Screening Cc1nn(-c2ccccc2)c(Cl)c1C1C(C#N)=C(N)Oc2c1c(=O)oc1ccccc21 (stereo not given) returned LMPTP block 0.3, STEP inh -1, TbMetRS inhib -0.4, CSN inh 0, Rpn11 block inactive, DNMT1 inh -7, Scp1 inh -8, SUMO1-SIM PPI 4, NadD inh 10 and MLLE-PAM2 inh -13.
CCOC(=O)C(O)(c1ccc(NC(=O)c2ccco2)c(OC)c1)C(F)(F)F (stereo not given) was read as LMPTP block 0.0, STEP inh -2, TbMetRS inhib -0.9, CSN inh -4, Rpn11 block inactive, DNMT1 inh -14, Scp1 inh -14, SUMO1-SIM PPI 1, NadD inh 3 and MLLE-PAM2 inh 8.
Screening COC1C(C)OC(OC2CC(C)(O)Cc3cc4c(c(O)c32)C(=O)c2c(O)cc3c(c2C4=O)OC2OC3(C)C(O)C(N(C)C)C2O)C(OC)C1(C)OC (stereo not given) returned LMPTP block 0.8, STEP inh -65, TbMetRS inhib -0.2, CSN inh -73, Rpn11 block inactive, DNMT1 inh 34, Scp1 inh -3, SUMO1-SIM PPI -56, NadD inh -4 and MLLE-PAM2 inh inactive.
COC(=O)C1=C(c2ccc(C(C)=O)cc2)C[C@@H]2CC[C@H]1N2C(=O)NC1Cc2ccccc2C1 was read as LMPTP block -0.5, STEP inh 1, TbMetRS inhib -0.3, CSN inh -3, Rpn11 block inactive, DNMT1 inh -5, Scp1 inh -5, SUMO1-SIM PPI -1, NadD inh -6 and MLLE-PAM2 inh 6.
`C/C(=N\N1CCN(C)CC1)c1c(O)[nH]c(=O)[nH]c1=O` gave LMPTP block -1.2, STEP inh 3, TbMetRS inhib 1.2, CSN inh 3, Rpn11 block inactive, DNMT1 inh -1, Scp1 inh -6, SUMO1-SIM PPI 3, NadD inh -1 and MLLE-PAM2 inh -2.
For Cc1ccc(C(C)C)c(OCC(=O)N2CCN(CC(=O)N3CCOCC3)CC2)c1 the results were LMPTP block 0.1, STEP inh 3, TbMetRS inhib 0.1, CSN inh 1, Rpn11 block inactive, DNMT1 inh -1, Scp1 inh -5, SUMO1-SIM PPI 1, NadD inh -2 and MLLE-PAM2 inh 2.
CC(C)CN(CC(C)C)c1ccc(C=C2C(=O)NC(=S)NC2=O)cc1[N+](=O)[O-] was read as LMPTP block 5.0, STEP inh 3, TbMetRS inhib -1.0, CSN inh 1, Rpn11 block inactive, DNMT1 inh 11, Scp1 inh 46, SUMO1-SIM PPI -10, NadD inh 14 and MLLE-PAM2 inh 31.
O=C(O)c1[nH]c(=O)[nH]c(=O)c1F was read as LMPTP block -1.5, STEP inh 0, TbMetRS inhib 0.1, CSN inh -2, Rpn11 block inactive, DNMT1 inh -1, Scp1 inh -9, SUMO1-SIM PPI -3, NadD inh -5 and MLLE-PAM2 inh 4.
